Screening data from PubChem.
PTHR1 agonist = agonists of human PTHR1 parathyroid hormone receptor; AID 743266; Q03431; Potency, µM (doses to about 115 µM), inactives show top-dose activation, actives largely listed as activators; HEK293 GP2 PTHR1 cells, GloSensor cAMP luminescence, 1 h; hit rate 0.075% among 410,000; further: potency means the concentration at half of the fitted maximal effect; nearly all actives have a fitted effect of over 55% in size; some results filed as inactive show a strong effect at the top dose; inactives centre near -15; many of its hits are not listed in these tables
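HEK-293-derived GP2 cells expressing PTHR1 and a GloSensor cAMP reporter, 3,000/well, plated overnight, given luciferin plus IBMX (each 0.5 mM as added) for 1 h at 37 °C, then compound for 1 h at 37 °C. Luminescence was read after 15 min at room temperature.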
aSyn yeast inh = rescues yeast growth from alpha-synuclein toxicity; Yeast expressing alpha-synuclein, growth rescue, BacTiter-Glo, 24 h; Potency, µM (doses to about 46.1 µM), without a hit: at the top dose growth rescue (activation), actives largely listed as activators; hit rate 0.14% among 370,000; further: potency means the concentration at half of the fitted maximal effect; % of control where 0% means no effect; nearly all actives have a fitted effect of over 65% in size
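Rescue of yeast growth: cells expressing toxic alpha-synuclein, induced in galactose at OD600 0.02, incubated with compound 24 h at 30 C. ATP luminescence quantified growth; inhibitors of toxicity appear as activators.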
GLP1R ag = GLP-1 receptor (human) agonism | Potency, µM (series often up to 45.6 µM), inactives show at the highest dose activation, actives largely listed as activators | P43220 | HEK293 GLP-1R CRE-luciferase, luminescence, 4-6 h; cells express a hypersensitive GLP-1R form | hit rate 0.007% among 380,000 | AID 624172; further: potency means the concentration at half of the fitted maximal effect; % of control where 0% means no effect
Target sequence (P43220 whole entry, looked up): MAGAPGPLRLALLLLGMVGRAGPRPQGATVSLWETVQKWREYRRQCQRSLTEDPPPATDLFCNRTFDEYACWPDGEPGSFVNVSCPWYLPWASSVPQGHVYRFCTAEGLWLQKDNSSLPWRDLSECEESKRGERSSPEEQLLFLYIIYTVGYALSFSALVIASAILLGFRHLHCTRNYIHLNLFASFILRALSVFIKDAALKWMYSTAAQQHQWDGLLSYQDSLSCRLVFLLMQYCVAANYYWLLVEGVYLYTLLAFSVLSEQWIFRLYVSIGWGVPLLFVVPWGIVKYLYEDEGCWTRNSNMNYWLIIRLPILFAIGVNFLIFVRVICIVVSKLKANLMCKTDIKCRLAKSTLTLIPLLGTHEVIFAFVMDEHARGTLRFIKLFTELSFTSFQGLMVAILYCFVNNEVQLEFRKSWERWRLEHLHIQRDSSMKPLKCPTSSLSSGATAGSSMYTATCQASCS
D3 antag = blocks the human D3 dopamine receptor. P35462. max response, negative = inhibition, %. AID 652054. hit rate 2.5% among 360,000. D3R cells, DiscoveRx beta-arrestin luminescence, antagonist mode; hits give low values; in the data active means max response below about -50%; inconclusive means no clear call, values can overlap the other calls; further: on the % scale 0 is the no-effect control and ±100 the full control effect; mostly tested at two doses, the higher about 12 µM
Target sequence (P35462 whole entry, looked up): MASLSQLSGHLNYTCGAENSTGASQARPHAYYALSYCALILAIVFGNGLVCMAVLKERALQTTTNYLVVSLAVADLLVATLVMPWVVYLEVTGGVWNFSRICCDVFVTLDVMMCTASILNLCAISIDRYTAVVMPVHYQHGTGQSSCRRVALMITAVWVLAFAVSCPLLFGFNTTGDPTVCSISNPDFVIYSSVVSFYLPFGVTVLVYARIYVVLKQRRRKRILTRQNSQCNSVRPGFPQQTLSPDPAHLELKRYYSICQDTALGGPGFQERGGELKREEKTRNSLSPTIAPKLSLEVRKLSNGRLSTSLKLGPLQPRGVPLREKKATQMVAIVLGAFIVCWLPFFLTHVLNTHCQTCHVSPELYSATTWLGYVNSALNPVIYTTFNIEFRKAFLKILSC
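Cells expressing the human receptor were seeded at 1500 cells/well, incubated overnight at 37 degrees C in 5% CO2, then exposed to library compounds with dopamine controls for 90 minutes at 37 degrees C before luminescent detection.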
GLP1R inv ag = inverse agonists of human GLP-1 receptor. P43220. HEK293 GLP-1R CRE-luciferase, luminescence, 24 h; GLP-1R form is constitutively active. Potency, µM (doses to about 38.3 µM), inactives show top-dose activity change, negative = inhibition, actives largely listed as inhibitors. hit rate 1.6% among 410,000. AID 624417; further: potency means the concentration at half of the fitted maximal effect; on the % scale 0 is the no-effect control and ±100 the full control effect; nearly all actives have a fitted effect of over 55% in size
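Inverse agonism was detected as reduced cAMP-driven luciferase luminescence after 24 h compound treatment. The cells were HEK293 clones expressing constitutively active human GLP-1R with the reporter. Reporter-only and GPR119 cell lines served as counterscreen controls.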
Abeta yeast res = A-beta toxicity reversal in yeast; yeast expressing A-beta42, growth rescue, OD600, 48 h; response scale: 0% DMSO, 100% iron-clioquinol control; Potency, µM (series often up to 46.1 µM), without a hit: top-dose growth rescue, actives largely listed as activators; hit rate 0.063% among 410,000; AID 1347071; further: potency means the concentration at half of the fitted maximal effect; nearly all actives have a fitted effect of over 55% in size
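Growth rescue measured by 600 nm absorbance after 48 h yeast culture at 30 C with compound. Values normalized between DMSO and an equimolar ferric chloride plus clioquinol control.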
Akt phos inh = inhibitors of Akt phosphorylation; activity change, % for hits at 50 µM; Neuro2A IGF-stimulated pAkt S473 HTRF, 20 min; hits give low values; hit rate 0.32% among 360,000; in the data active means activity change below about -80%; inconclusive means mostly about -51% to -80%; further: on the % scale 0 is the no-effect control and ±100 the full control effect
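Neuro2A cells (4,500/well, DMEM with 0.5% FBS) were treated with compound at a single 50 µM final concentration, stimulated with 6 nM IGF for 20 min at 37 °C, and lysed. Phospho-Akt Ser473 was read by HTRF as 665/615 ratio ×10^4.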
FUS yeast rescue = rescues growth of FUS-expressing yeast; hit rate 0.24% among 390,000; Potency, µM (doses to about 76.6 µM), for the others: at the highest dose growth rescue (activation), hits mostly activators; S. cerevisiae FUS-expressing, growth rescue, OD600, 24 h;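 further: potency means the concentration at half of the fitted maximal effect; plate controls were DMSO vehicle for no effect and reference control for full effect; nearly all actives have a fitted effect of over 55% in size; some results filed as inactive show a strong effect at the top dose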
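Quantitative HTS measuring growth restoration of FUS-toxic yeast. Galactose-induced cells (OD 0.005) were exposed 24hr at 30C to compounds at several concentrations, then absorbance at 600 nm was recorded.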
TDP-43 yeast inh = inhibitors of TDP-43 toxicity in yeast; TDP-43 expressing yeast growth rescue, BacTiter-Glo, 24 h; Potency, µM (highest dose often 46.1 µM), for inactives: at the highest dose growth rescue (activation), usual class: activators; hit rate 1.8% among 410,000; AID 652104; further: potency means the concentration at half of the fitted maximal effect; % of control where 0% means no effect; nearly all actives have a fitted effect of over 50% in size
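Galactose-induced TDP-43 yeast, OD600=0.02, compound pinned; 24 hr, 30 deg C; BacTiter-Glo luminescence for growth. Inhibitors of TDP-43 toxicity read as activators.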
* hit, by the source's call; i = inactive; u = inconclusive; x = no result given; & = joins results of further samples; [ ] = dose if it differs, or a comment. Unless noted, the call rests on the fitted dose curve; in most records, active means well fitted curve in the direction sought with a large enough effect; inconclusive means small, poorly fitted or top-dose-only effect, or another doubt; inactive means no such curve, though single readings can be large; an effect the other way counts as inactive or inconclusive. Some of the compounds tested. The share of hits here may be higher or lower than overall.

canonical_smiles	aSyn yeast inh	GLP1R ag	Akt phos inh	Abeta yeast res	TDP-43 yeast inh	D3 antag	PTHR1 agonist	FUS yeast rescue	GLP1R inv ag
CCC(=O)Nc1ccc(C(=O)NNC(=O)c2cccc(C)c2)cc1	9%	-6%	i	15%	15%	0	i	-12%	10%
CS(=O)(=O)N(CC(=O)N1CCCC1)c1cc(Cl)ccc1Cl	2%	-3%	i	-1%	14%	9	-47%[inhibitor]	8%	4%
CCOC(=O)c1ccc(NC(=O)CN(c2ccc(C)cc2)S(=O)(=O)c2ccc(OC)cc2)cc1	x	x	x	-8%	7%	x	i	8%	-2%
O=C(NNS(=O)(=O)c1ccc([N+](=O)[O-])cc1)c1ccncc1	-2%	2%	i	1%	-11%	-16	-21%	21%	-4%
CCN(Cc1ccccc1)C(=O)COC(=O)CNC(=O)c1ccc(C)s1	1%	-2%	i	0%	6%	-12	i	-29%	9%
N/N=C1\CCCc2nonc21	2%	-6%	i	-3%	12%	13	-22%	-1%	12%
CC1C(=O)N2CCCc3cc(NC(=O)C(=O)NCCN4CCOCC4)cc1c32 (stereo unspecified)	-2%	4%	i	1%	4%	15	-18%	21%	13%
Cc1c(C(=O)N2CCOCC2)c(S(=O)(=O)Nc2ccccc2)c(C)n1C	-3%	-2%	x	-21%	-7%	0	-19%	-16%	-2%
CCC1CCCCN1Cc1cc(OC)c(O)c([N+](=O)[O-])c1 (stereo unspecified)	3%	4%	i	12%	-13%	14	i	16%	9%
COc1ccc(-n2cc(CN3CCC(OC)CC3)c(-c3cccc(F)c3)n2)cc1	-5%	-4%	i	-7%	-10%	-26	i	8%	u
Nc1c(C(=O)NC2CCCC2)c2nc3ccccc3nc2n1N	-3%	17%	i	-6%	5%	-3	-10%[57.5 µM]	27%	48%[activator]
CCN(CC)C(=O)[C@H]1C[C@H](CC(=O)NCCCn2ccnc2)C(=O)N2CCc3c([nH]c4cc(-c5ccco5)ccc34)[C@]12C	u	-2%	i	8%	-4%	-8	i	13%	2%
O=C1CCC(C(=O)NCc2ccccc2)N1 (stereo unspecified)	7%	7%	i	-8%	-14%[1.82 µM]	13	i	1%	14%
COc1ccc(NC2CCCN(C(=O)c3cc(C)nc4cc(F)ccc34)C2)cc1 (stereo unspecified)	-2%	-5%	i	-2%	16%	-7	i	0%	-22%
O=C(O)/C=C/C(=O)Nc1nccs1	-4%	0%	i	5%	-24%	-4	i	8%	1%
C=CCNC(=S)N/N=C1\CCS(=O)(=O)c2ccccc21	-3%	-2%	i	-10%	5%	3	i	-9%	6%
CSc1ccc(CN(C)CCc2ccccn2)cc1	-4%	7%	i	0%	-5%	-21	i	45%	-1%
COc1ccc(C(CC(=O)NCCN2CCOCC2)NS(=O)(=O)c2ccc(C)cc2)cc1 (stereo unspecified)	-4%	-1%	i	-12%	-17%	-22	-7%	-5%	36%[activator]
CC(C)NC(=O)NC(=O)COc1ncnc2sccc12	-3%	-6%	i	2%	9%	-20	-5%[57.5 µM]	10%	-4%
CN(C)C(=O)c1cccc(-c2cccc3nccn23)c1	-5%	-3%	i	16%	12%	18	6%	-4%	24%
CC1(C)CN(c2ccccc2)N(C(=O)c2ccc(F)cc2)C1=O	12%	-12%	i	-36%[inhibitor]	-2%	u	-10%[57.5 µM]	24%	0%
Cc1ccc(N(C)C(=O)c2ccc3c(Cl)c4c(nc3c2)CCC4)cc1C	u	12%	i	-16%	25µM*	7	-26%	u	u
COC(=O)c1ccc(NC(=O)CCN2C(=O)C3C4CCC(C4)C3C2=O)cc1 (stereo unspecified)	-1%	-9%	i	-5%	0%	-16	i	x	-10%
C=CCN1C(=O)[C@H]2CCC=C[C@H]2[C@@H]1c1cccc(C)c1	2%	0%	i	2%	15%	0	-18%	-9%	-6%
COc1ccc(CCNC(=O)COC(=O)C2COc3ccccc3O2)cc1 (stereo unspecified)	3%	-3%	i	-2%	8%	4	i	-1%	14%
NC(=O)C(c1ncc(C(F)(F)F)cc1Cl)c1c(Cl)cccc1Cl (stereo unspecified)	3%	2%	i	9%	u	-17	i	-12%	-25%
COC(=O)/C(=N\OCc1ccc(C#N)cc1)c1c(C)nn(C)c1C	-3%	9%	i	-13%	-9%	-10	-2%	1%	4%
c1ccc(CN2CCN(CCCNc3ccc4nnc(-c5ccccc5)n4n3)CC2)cc1	-5%	-5%	i	-7%	7%	-10	-12%	2%	u
CC(C)(C)Cc1c(-c2ccc(F)cc2)nc2ccc(Br)cn12	5%	2%	i	11%	-1%	8	-61%[inhibitor]	-21%	u
O=S(=O)(Nc1ncccn1)c1ccc(NC(=S)NCCc2ccccc2)cc1	-8%	-1%	i	-1%	4%	4	i	13%	4%[7.66 µM]
Cc1ccc2cc(CN(CC3CCCO3)C(=S)Nc3ccccc3)c(=O)[nH]c2c1C (stereo unspecified)	12%	19%	i	18%	0%	17	i	u	u
COc1cccc(NC(=O)Cn2c(=O)n(CCCC(=O)NCc3ccco3)c(=O)c3ccccc32)c1	-3%	8%	i	0%	5%	-24	i	-1%	-9%
Cc1[nH]c2ccc(F)cc2c1CCN(Cc1cccnc1)C(=S)Nc1ccccc1	-1%	17%	i	0%	7%	-12	-4%	-4%	u
O=C(N/N=C/c1ccccc1)C(O)c1ccccc1 (stereo unspecified)	-1%	-5%	i	1%	-3%	-11	62%	-15%	-14%
Cc1ccc(CNC(=O)CN(C(=O)C2(C)CC(=O)N=C3C=CC=CN32)c2cc(C)ccc2C)cc1 (stereo unspecified)	0%	1%	i	-1%	-22%	14	i	1%	-3%
CCCN(CC(=O)Nc1ccccc1C)C(=O)c1ccc(S(=O)(=O)N2CCCC2)cc1	-1%	-3%	i	4%	-2%	13	-10%	6%	-7%
Cn1c(SCc2ccccc2Cl)nc2ccccc21	9%	22%	i	-28%	29%	4	-52%[inhibitor][57.5 µM]	9%	u
COCCCNC(=O)CN1C(=O)COc2ccc(S(=O)(=O)N3CCOCC3)cc21	-4%	-3%&0%	i	-6%&-10%	6%&-6%	2	i	-2%&-28%	u
O=C(COC(=O)CN1C(=O)C2CCCCC2C1=O)NNC(=O)c1ccc(Cl)cc1 (stereo unspecified)	1%	-6%	i	-15%	9%	-75*	-17%	9%	16%
CCN1CCC(O)(/C=C/c2ccc(C)cc2)C(C(=O)/C=C/c2ccc(C)cc2)C1 (stereo unspecified)	-6%	-14%	i	-34%[inhibitor]	3%	-20	-45%[inhibitor]	x	u
O=C(Nc1cccc(C(F)(F)F)c1)c1cc[n+]([O-])cc1	-1%	14%	i	7%	2%	-1	i	-29%	6%
COc1ccccc1N(CC(=O)Nc1ccccc1F)S(C)(=O)=O	x	x	x	-17%	15%	x	i	7%	10%
O=C(CCNC(=O)N1CC(=O)Nc2ccccc21)NCCc1cccc(F)c1	1%	-2%	i	5%	14%	3	0%	6%	0%
O=C(NCC1CC1)c1cc2c(c(-c3cccc(-c4ccccc4F)c3)n1)[C@@H](CCO)N(C(=O)CC1CC1)C2	1%	9%	i	-10%	u	-8	-18%	u	u
CNCc1ccccc1Sc1ccc(OC)c(OC)c1	8%	1%	i	13%	8%	8	i	-20%	-29%
CCc1cccc(C)c1NC(=O)CNCc1ccccc1	0%	2%	i	-8%	-18%	7	i	5%	-27%
CCCCN1C(=O)C(NC(=O)C2CC2)(C(F)(F)F)C2=C1CC(C)(C)CC2=O (stereo unspecified)	-9%	6%	i	-5%	0%	-14	i	29%	-9%
CCOc1ccc(NC(=O)c2ccccc2NS(=O)(=O)c2ccc(F)cc2)c([N+](=O)[O-])c1	-21%	-4%	i	1%	19%	10	-35%	x	u
CC(=O)CSc1nc2ccccc2s1	-9%	u	i	5%	u	-14	-7%[57.5 µM]	19%	24%
COc1ccc(/C=C/C(=O)NCCCc2ccccc2)cc1OC	10%	5%	i	-3%	u	-1	-13%	2%	7%
O=S(=O)(c1ccc(Oc2ccc(Br)cc2F)nc1)N1CCCCC1	-4%	-1%	i	-9%	-4%	u	i	20%	0%
NC(=O)c1c(N)sc2c1CCC2	-6%	3%	i	-13%	-19%[9.22 µM]	-6	u	26%	5%
O=C(CSCc1ccc(F)cc1)N1CCN(c2ccccc2)CC1	0%	17%	i	8%&-3%	u	15	-37%&-27%[inhibitor]	u	-14%&0%
CN(C)C(C)(C)C#CCCCCC#CC(C)(C)N(C)C	-7%	-6%	i	14%	-14%	10	i	-15%	-24%
Cn1c(-c2ccc(F)c(F)c2)cc2onc(-c3ccccc3)c2c1=O	-6%	5%	i	-12%	24%	20	-47%[inhibitor]	-4%	u
Cc1cccc(C(=O)Oc2ccc(/C=N/NC(=O)c3cc(O)cc(O)c3)cc2)c1	1%	-34%[inhibitor]	i	5%	-6%	-3	-43%[inhibitor]	25%	10µM*

Look-ups from the results shown:
For PTHR1 agonist, O=C(NNS(=O)(=O)c1ccc([N+](=O)[O-])cc1)c1ccncc1 reads -21%
For Abeta yeast res, COc1ccc(/C=C/C(=O)NCCCc2ccccc2)cc1OC reads -3%
